From PubChem
Yeast superoxide: lowers age-related superoxide in aged yeast cells. hit rate 0.18% among 330,000. S. cerevisiae aged cells, superoxide DHE fluorescence; stronger effect = lower value. superoxide response (% of plate mean), % at 10 µM. AID 2690;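 active = superoxide response under a set limit, about three screen SD below normal, cut at about 65% in these data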;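 also: yeast aged for seven days with compound at 30 °C before DHE staining; 100% = average MFI of all compound-treated wells on the plate with controls excluded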
GRK2 inh: human GRK2 inhibition via aptamer displacement; P25098; bead flow cytometry, FAM-aptamer displacement from GRK2; inhibition of aptamer binding, % at 10 µM; hit rate 0.59% among 330,000; AID 488847;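 active = inhibition of aptamer binding above 40%, roughly 3 SD of noise, on plates passing a quality check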;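 also: median bead fluorescence of bound FAM aptamer so fluorescent compounds give negative values; no value below 0 was filed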
GLD-1 RNA inh: GLD-1-TGE RNA interaction inhibition (C. elegans) | AID 2280 | hit rate 0.44% among 320,000 | purified GLD-1 + fluorescein TGE RNA, fluorescence polarization | Q17339 | inhibition, % at 5.96 µM;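 active = percent inhibition above a per-plate cutoff, the plate mean of test compounds plus 3 SD, cut at about 30% in these data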;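 also: 0% = DMSO wells with GLD-1 and probe and 100% = wells lacking GLD-1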
VLA-4 inh: inhibition in a human VLA-4 binding assay; VLA-4 expressing cells, ligand binding flow cytometry; inhibition, % (about 7 µM as worked out from the volumes in the protocol); hit rate 0.2% among 330,000; AID 2557; in the data active = inhibition above about 50%
Target sequence (P13612 whole entry, looked up): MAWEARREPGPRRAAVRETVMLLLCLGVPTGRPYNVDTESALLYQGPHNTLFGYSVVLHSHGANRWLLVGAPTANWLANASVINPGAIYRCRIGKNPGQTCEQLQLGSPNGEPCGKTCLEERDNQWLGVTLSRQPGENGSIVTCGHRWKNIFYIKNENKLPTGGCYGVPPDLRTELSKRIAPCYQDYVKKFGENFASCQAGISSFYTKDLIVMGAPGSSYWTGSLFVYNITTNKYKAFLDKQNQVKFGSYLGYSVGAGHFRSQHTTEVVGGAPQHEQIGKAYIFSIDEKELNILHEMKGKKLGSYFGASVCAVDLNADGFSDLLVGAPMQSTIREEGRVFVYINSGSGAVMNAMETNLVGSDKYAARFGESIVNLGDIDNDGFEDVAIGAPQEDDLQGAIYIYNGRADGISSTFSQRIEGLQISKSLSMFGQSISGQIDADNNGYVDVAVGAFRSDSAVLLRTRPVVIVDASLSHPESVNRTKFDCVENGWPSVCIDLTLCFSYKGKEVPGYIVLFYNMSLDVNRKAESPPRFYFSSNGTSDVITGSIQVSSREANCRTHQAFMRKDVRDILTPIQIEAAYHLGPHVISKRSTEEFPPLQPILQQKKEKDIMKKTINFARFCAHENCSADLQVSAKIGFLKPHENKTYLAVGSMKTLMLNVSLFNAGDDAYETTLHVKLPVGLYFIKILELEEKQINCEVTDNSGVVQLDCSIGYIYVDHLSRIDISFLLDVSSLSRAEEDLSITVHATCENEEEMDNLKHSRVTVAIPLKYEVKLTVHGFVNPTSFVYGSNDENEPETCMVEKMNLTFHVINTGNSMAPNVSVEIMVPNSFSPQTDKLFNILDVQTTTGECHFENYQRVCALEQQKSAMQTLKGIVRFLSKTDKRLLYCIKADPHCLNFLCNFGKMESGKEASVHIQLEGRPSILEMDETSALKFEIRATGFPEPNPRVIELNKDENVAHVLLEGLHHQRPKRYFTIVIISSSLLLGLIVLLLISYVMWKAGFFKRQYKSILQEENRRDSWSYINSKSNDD
AGP1-GFP MLPCN: alters AGP1-GFP fluorescence in TOR pathway yeast screen | S. cerevisiae AGP1-GFP multiplex flow cytometry, 3 h; GFP as percent of DMSO wells | GFP response vs DMSO, % at 10 µM | hit rate 0.02% among 320,000 | AID 2066;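 active = GFP response relative to DMSO above a set limit, near screen average plus 3 SD, cut at about 150% in these data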;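 also: median GFP channel fluorescence of the gated AGP1 strain per well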
MCL1-BIM inh: MCL1-BIM-BH3 interaction inhibition (human). Q07820. GST-MCL1 / FITC-Bim-BH3 fluorescence polarization. inhibition, % at 10.9 µM. hit rate 0.68% among 320,000;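 active = inhibition above the mean inhibition of all tested compounds plus 3 SD, set per campaign, cut at about 40% in these data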;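 also: 0% = DMSO wells and 100% = unlabeled Bim-BH3 peptide control; higher means more loss of mP so more displacement of Bim peptide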
Bcl-xL primary: blocks human Bcl-xL binding to Bim BH3 peptide. Q07817. GST-Bcl-xL / FITC-Bim BH3 peptide fluorescence polarization. inhibition, % at 10.9 µM. hit rate 0.7% among 320,000;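 active = inhibition above the mean of all tested compounds plus 3 SD, cutoff set per campaign, cut at about 30% in these data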;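 also: 0% = DMSO wells and 100% = unlabeled Bim-BH3 peptide competitor; inhibitors lower millipolarization by displacing the labeled peptide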
MEX-5 binding: C. elegans MEX-5 TCR-2 RNA binding activity; MEX-5/FITC-TCR2 RNA binding, fluorescence polarization; stronger effect = lower value; activity score (negative = inhibition of binding), % at 10 µM; hit rate 0.38% among 300,000; AID 1832;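 active = inhibition past about -25% in most replicates, and total fluorescence under double the plate's negative control median, limit read from the data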;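 also: 0% = DMSO and -100% = 5 µM competing unlabeled TCR2 RNA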
CIT2 TOR yeast: modulators of TOR pathway CIT2-GFP in S. cerevisiae. S. cerevisiae CIT2-GFP strain, flow cytometry, 3 h; 100 means same as DMSO wells. GFP response vs DMSO, % at 10 µM. hit rate 0.065% among 320,000. AID 2029;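 active = GFP response relative to DMSO above a set limit, near the screen mean plus 3 SD, cut at about 150% in these data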;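 also: ratio of well median GFP fluorescence to mean of DMSO wells on the plate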
* marks the source's active call; other numbers are inactive results; nt = no result given.

nr	SMILES	Yeast superoxide	GRK2 inh	GLD-1 RNA inh	VLA-4 inh	AGP1-GFP MLPCN
1	CCOC(=O)N1CCN(C(=O)CN(C)S(=O)(=O)c2ccc3c(c2)c(=O)n(C)c(=O)n3C)CC1	92	0	-3	5	43
2	CCc1ccc2c(c1)/C(=C/C(=O)c1cccs1)C(=O)N2	92	5	5	21	80
3	Cc1ccsc1C(=O)OCC(=O)c1cc2ccccc2o1	89	0	2	5	101
4	NC(=O)c1oc2ccccc2c1NC(=O)c1nc2ccccc2s1	92	0	-4	-12	30
5	O=C(N/N=C/c1cccnc1)C1CCCN(S(=O)(=O)c2ccccc2)C1 (centres undefined)	68	2	-6	-9	95
6	CCN(CC)CCCN1C=C2C(=O)C(C)(OC(=O)C3CCCC3)C(=O)C=C2C=C1c1ccsc1 (centres undefined)	100	9	15	-13	92
7	Cc1ccc(OCCn2c(CCCO)nc3ccccc32)cc1	106	3	-3	-18	100
8	CC(C)Cc1nnc(NC(=O)CCC(=O)N2CC(C)CC(C)C2)s1 (centres undefined)	76	3	2	1	103
9	Cn1cncc1C#Cc1c(C=O)[nH]c2ccccc12	96	0	0	-28	97
10	COc1ccc(NC(=O)CN(c2ccc(OC)cc2)S(=O)(=O)c2c(C)nn(C)c2C)cc1	79	0	2	7	102
11	O=C(NC1CCN(C(=O)NCc2ccccc2)CC1)c1ccccc1	88	0	5	-12	100
12	CCN(CC)S(=O)(=O)c1ccc(C)c(NC(=O)CNCc2ccccc2OC)c1	97	2	-1	2	107
13	S=C(NCC1CCCO1)Nc1cc(Cl)c(Cl)cc1Cl (centres undefined)	95	0	-4	28	94
14	CCCNC(=O)c1onc(CSc2ccc(F)cc2)c1C(=O)NCCOC	90	1	1	-12	83
15	c1cncc(-c2nnc3n2N=C(c2cccs2)CS3)c1	86	0	3	-2	97

nr	MCL1-BIM inh	Bcl-xL primary	MEX-5 binding	CIT2 TOR yeast
1	-9	-14	0.1	93
2	0	5	0.2	76
3	1	-1	0.6	101
4	15	0	0.1	106
5	11	1	0.9	106
6	35	23	-5.5	87
7	3	4	1.2	113
8	7	1	-27*	106
9	-3	-2	nt	96
10	2	0	2.9	109
11	-2	-3	-1.8	101
12	-1	3	-0.7	109
13	10	9	-1.0	87
14	3	9	-0.1	88
15	5	2	-1.1	89

nr	SMILES	Yeast superoxide	GRK2 inh	GLD-1 RNA inh	VLA-4 inh	AGP1-GFP MLPCN
16	CC(=O)NNS(=O)(=O)c1scc(S(=O)(=O)c2ccc(Cl)cc2)c1C	90	0	-1	-6	97
17	CCn1cc(CNC(=O)/C=C/c2ccc([N+](=O)[O-])cc2)c(C)n1	86	0	2	10	nt
18	CCC(=O)N1c2ccc(S(=O)(=O)CCC(=O)NCCC3=CCCCC3)cc2CC1C (centres undefined)	105	0	2	-12	109
19	CN1C(=O)CC(n2c(CO)nc3ccccc32)C1=O (centres undefined)	102	3	-2	7	105
20	COc1ccccc1/C=C/C(=O)Nc1nc(N)n(-c2ccccc2)n1	103	4	-1	-1	103
21	COc1cccc(S(=O)(=O)NCc2ccc(C(=O)N3CCN(c4ccccc4OC)CC3)cc2)c1	96	1	7	-16	99
22	NC(=O)c1ccc(NC(=S)NCc2ccco2)cc1	118	0	6	14	96
23	CC1=NN(c2ccc(Cl)c(C(=O)O)c2)C(=O)C1	108	5	3	-12	107
24	Cc1cccc(C2c3[nH]c4ccccc4c3CCN2Cc2cnn(-c3ccc(F)cc3)c2)n1 (centres undefined)	114	1	3	-1	94
25	N#C/C(=C1/C(=O)Nc2ccc(Br)cc21)c1ccccn1	123	0	5	-6	99
26	CC(=O)Oc1ccc(C(=O)Nc2cc(C)on2)cc1	106	0	10	5	103
27	COc1ccccc1CNC(=O)Cc1c[nH]c2ccccc12	92	0	1	-3	106
28	COc1ccc(/C=C/C(=O)c2ccccc2)cc1COc1ccc(F)cc1	90	0	0	9	103
29	CCOC(=O)C1C(=O)C=C(c2ccc(Br)cc2)CC1c1ccco1 (centres undefined)	98	0	4	7	98
30	NC(=O)CSc1nc2ccccc2n1-c1ccccc1	98	0	-3	8	109

nr	MCL1-BIM inh	Bcl-xL primary	MEX-5 binding	CIT2 TOR yeast
16	1	5	2.4	100
17	1	3	-0.3	96
18	-2	4	0.9	107
19	-1	3	-1.0	91
20	-2	5	2.0	104
21	6	6	2.1	99
22	0	1	-1.1	93
23	3	5	-1.9	105
24	4	2	-0.8	92
25	23	16	-0.8	102
26	4	8	0.9	113
27	0	-2	-0.7	102
28	2	1	-2.3	98
29	4	0	2.8	95
30	-5	4	0.9	107

From compound 16 to 21, copied from above:
nr	SMILES	Yeast superoxide	GRK2 inh	GLD-1 RNA inh	VLA-4 inh	AGP1-GFP MLPCN
16	CC(=O)NNS(=O)(=O)c1scc(S(=O)(=O)c2ccc(Cl)cc2)c1C	90	0	-1	-6	97
17	CCn1cc(CNC(=O)/C=C/c2ccc([N+](=O)[O-])cc2)c(C)n1	86	0	2	10	nt
18	CCC(=O)N1c2ccc(S(=O)(=O)CCC(=O)NCCC3=CCCCC3)cc2CC1C (centres undefined)	105	0	2	-12	109
19	CN1C(=O)CC(n2c(CO)nc3ccccc32)C1=O (centres undefined)	102	3	-2	7	105
20	COc1ccccc1/C=C/C(=O)Nc1nc(N)n(-c2ccccc2)n1	103	4	-1	-1	103
21	COc1cccc(S(=O)(=O)NCc2ccc(C(=O)N3CCN(c4ccccc4OC)CC3)cc2)c1	96	1	7	-16	99

nr	MCL1-BIM inh	Bcl-xL primary	MEX-5 binding	CIT2 TOR yeast
16	1	5	2.4	100
17	1	3	-0.3	96
18	-2	4	0.9	107
19	-1	3	-1.0	91
20	-2	5	2.0	104
21	6	6	2.1	99

Next section
nr	SMILES	Yeast superoxide	GRK2 inh	GLD-1 RNA inh	VLA-4 inh	AGP1-GFP MLPCN
31	Clc1ccc(C(c2ccccc2Cl)C(Cl)Cl)cc1 (centres undefined)	107	0	2	10	92
32	CC(=O)Oc1ccccc1-n1c(C)nc(=O)c(-c2ccccc2)c1C	105	0	8	-2	114
33	COc1ccccc1CNC(=S)NCCc1ccccc1	98	0	-2	10	99
34	CCOC(=O)C1CCN(c2c(Nc3ccc(C)c(C)c3)c(=O)c2=O)CC1	112	1	-1	-14	107
35	CCN1/C(=C2\C(=O)N(C)C(=S)N2C)C=Cc2ccccc21	136	1	9	11	97
36	O=C(Cn1cnc2ccccc2c1=O)Nc1ccc(S(=O)(=O)N2CCOCC2)cc1	103	0	3	0	97
37	O=C(COc1ccccc1)NCc1nnc(SCC(=O)Nc2nccs2)n1-c1ccccc1	97	2	2	3	97
38	NC(=S)NC1CC2CC1C1C=CCC21 (centres undefined)	93	0	1	2	112
39	Cc1ccc(S(=O)(=O)Nc2ccc(S(=O)(=O)Nc3cc(C)nc(C)n3)cc2)cc1	113	0	3	20	109
40	COc1ccc(S(=O)(=O)/C(C#N)=C/Nc2cccc(F)c2)cc1	107	2	10	9	100
41	CCOc1ccc(S(=O)(=O)NN2Cc3ccccc3C2=N)cc1	87	0	2	24	101
42	Cc1c(Cl)cccc1NC(=O)NNC(=O)CCc1ccccc1	90	1	2	-18	106
43	COc1ccc(OC(C)C(=O)NCc2cccnc2)cc1 (centres undefined)	111	0	-2	14	107
44	COc1ccc(NC(=O)COc2ccccc2)c(OC)c1	103	3	-4	9	92
45	O=C(COC(=O)CC1CC2CCC1C2)Nc1cc([N+](=O)[O-])ccc1F (centres undefined)	96	3	5	-2	103

nr	MCL1-BIM inh	Bcl-xL primary	MEX-5 binding	CIT2 TOR yeast
31	-4	2	nt	97
32	-4	-2	0.6	100
33	7	4	-0.8	96
34	-2	-5	-0.1	84
35	8	8	-8.6	101
36	5	3	-0.6	100
37	3	-1	1.3	96
38	0	1	0.9	93
39	4	2	-0.9	109
40	5	3	1.5	106
41	-3	5	-4.2	100
42	4	-4	-2.2	114
43	2	2	-0.9	96
44	0	7	0.3	88
45	5	1	1.6	99

nr	SMILES	Yeast superoxide	GRK2 inh	GLD-1 RNA inh	VLA-4 inh	AGP1-GFP MLPCN
46	COc1ccc(Cl)cc1NC(=O)NC(C)C(C)(C)C (centres undefined)	106	3	3	-3	89
47	Cc1ccc(C(=O)N2CCN(c3ccc(NC(=O)c4ccc(Br)o4)cc3)CC2)cc1	99	1	1	-8	104
48	N/C(=N\OC(=O)c1cccc(Cl)c1)c1ccncc1	87	0	-2	-6	91
49	CCOC(=O)c1sc(NC(=O)C(OC(C)=O)c2ccccc2)nc1C (centres undefined)	110	2	-1	-1	101
50	COc1ccc(OC)c(/C(O)=C/C(=O)C(=O)Nc2cc(C)ccc2OC)c1	88	0	7	-16	101
51	O=c1c2cnn(-c3ccccc3)c2nnn1Cc1ccccn1	96	2	0	6	96
52	COc1ccc(/C=N/NC(=O)c2cc(C(C)(C)C)[nH]n2)cc1COc1ccc(F)cc1F	99	2	2	10	101
53	O=C(COC(=O)CNC(=O)C12CC3CC(CC(C3)C1)C2)Nc1ccccc1	103	1	2	6	94
54	N/C(=N\OC(=O)CC(c1ccccc1)c1ccccc1)c1cccnc1	99	0	5	9	103
55	CC(=O)N1CC=CC1(CC(C)C)C(=O)NCCN1CCOCC1 (centres undefined)	97	0	-4	-7	101

nr	MCL1-BIM inh	Bcl-xL primary	MEX-5 binding	CIT2 TOR yeast
46	6	4	-1.1	101
47	9	5	-0.9	99
48	-2	-2	1.6	98
49	-7	3	-3.4	102
50	-5	-2	-7.9	100
51	-1	-2	-1.2	92
52	2	-1	1.9	94
53	-2	-1	0.3	96
54	2	2	1.1	102
55	-3	4	2.2	93
